GPR151 ag: activates the human receptor GPR151; Q8TDV0; PathHunter beta-arrestin GPR151 cells, luminescence; activation, % at 11.2 µM; actives 1% (n = 650,000); in the data active = activation above about 4.9%;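 note: 0% = median of compound wells and 100% = cells with positive control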
Target sequence (Q8TDV0 whole entry, looked up): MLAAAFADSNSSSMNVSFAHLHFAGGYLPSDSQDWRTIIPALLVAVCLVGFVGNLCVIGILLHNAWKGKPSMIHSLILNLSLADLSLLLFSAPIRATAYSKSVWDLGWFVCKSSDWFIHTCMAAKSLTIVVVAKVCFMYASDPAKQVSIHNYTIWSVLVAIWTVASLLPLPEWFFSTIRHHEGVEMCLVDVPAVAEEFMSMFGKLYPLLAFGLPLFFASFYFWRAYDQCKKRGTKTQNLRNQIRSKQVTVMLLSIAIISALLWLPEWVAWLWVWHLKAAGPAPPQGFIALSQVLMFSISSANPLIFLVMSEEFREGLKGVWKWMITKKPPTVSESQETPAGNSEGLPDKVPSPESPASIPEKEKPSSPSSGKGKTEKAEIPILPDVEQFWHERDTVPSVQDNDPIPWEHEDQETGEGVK
FBW7 activator: activators of human E3 ligase FBW7. AlphaScreen FBW7–phospho-cyclin E peptide binding, activator screen. normalized activity (activation), % at 26.1 µM. actives 0.13% (n = 650,000). AID 1259310; in the data active = normalized activity above about 1.9%;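 note: purified mutant Fbw7 with reduced substrate affinity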
MITF primary: inhibitors of human MITF; inhibition, % at 2.6 µM; actives 0.91% (n = 650,000); AID 1259374; AlphaScreen MITF homodimerization, bead proximity signal; O75030; in the data active = inhibition above about 50%;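 note: 0% = vehicle wells with protein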
Target sequence (O75030 whole entry, looked up): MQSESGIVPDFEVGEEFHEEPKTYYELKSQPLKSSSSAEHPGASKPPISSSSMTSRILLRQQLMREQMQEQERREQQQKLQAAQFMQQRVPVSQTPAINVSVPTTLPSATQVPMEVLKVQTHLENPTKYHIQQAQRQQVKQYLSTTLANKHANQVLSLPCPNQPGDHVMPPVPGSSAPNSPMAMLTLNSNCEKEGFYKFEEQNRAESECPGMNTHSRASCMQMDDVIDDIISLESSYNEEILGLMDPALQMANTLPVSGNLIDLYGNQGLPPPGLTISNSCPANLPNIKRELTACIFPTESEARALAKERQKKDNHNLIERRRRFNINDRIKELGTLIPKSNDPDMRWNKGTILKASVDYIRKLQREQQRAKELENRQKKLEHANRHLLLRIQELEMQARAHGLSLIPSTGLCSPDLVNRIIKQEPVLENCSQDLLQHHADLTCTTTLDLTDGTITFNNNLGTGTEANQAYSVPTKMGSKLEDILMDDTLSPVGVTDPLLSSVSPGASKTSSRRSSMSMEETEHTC
TEAD-YAP block: TEAD-YAP interaction inhibition. AID 1259422. actives 1.4% (n = 640,000). HEK-TIYL cells, TEAD-Gal4/YAP UAS-luciferase luminescence. inhibition, % at 9.12 µM; in the data active = inhibition above about 32%;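 note: 0% = median of test compound wells and 100% = reference inhibitor wells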
Active calls of the source: *.

COc1ccc(-c2cc(C(F)(F)F)n3ncc(C(=O)N4CCN(C)CC4)c3n2)cc1 was read as GPR151 ag 0.7, FBW7 activator 0.0, MITF primary -3 and TEAD-YAP block -15.
`CCOc1cc(C2C(C(=O)OC)=CN(C)C=C2C(=O)OC)cc(Br)c1OCC` gave GPR151 ag -1.7, FBW7 activator 0.2, MITF primary -9 and TEAD-YAP block -9.
O=C(OCc1nc2ccccc2s1)c1cnccn1 was read as GPR151 ag 0.0, FBW7 activator 0.3, MITF primary 14 and TEAD-YAP block -31.
O=C(OCN1C(=O)c2ccccc2C1=O)c1cccc(S(=O)(=O)N2CCCC2)c1 was read as GPR151 ag -1.4, FBW7 activator 0.1, MITF primary 0 and TEAD-YAP block -7.
Cc1ccc(S(=O)(=O)N(CCc2ccccc2)CC(=O)NCc2ccco2)cc1 was read as GPR151 ag 2.1, FBW7 activator 0.3, MITF primary 13 and TEAD-YAP block 9.
CCCC(=O)NC(c1ccc(OC)c(OC)c1)c1ccc2cccnc2c1O (stereo not given) was read as GPR151 ag 0.1, FBW7 activator -1.6, MITF primary 45 and TEAD-YAP block 88*.
For CC1=C(C(=O)Nc2ccccc2F)C(c2ccc3c(c2)OCO3)C2=C(CCCC2=O)N1 (stereo not given) the results were GPR151 ag 0.4, FBW7 activator 0.6, MITF primary 13 and TEAD-YAP block -6.
`O=C(Nc1cccc(N2CCC(NCCc3cnccn3)CC2)c1)c1ccncc1` gave GPR151 ag -1.2, FBW7 activator 0.0, MITF primary 18 and TEAD-YAP block -2.
Screening Cc1cccc(OCC(=O)OCC(=O)c2c(N)n(C)c(=O)n(C)c2=O)c1 returned GPR151 ag -0.4, FBW7 activator 0.3, MITF primary 10 and TEAD-YAP block 0.
O=C(O)c1cccc(Nc2nc(-c3ccccn3)cs2)c1 was read as GPR151 ag -10, FBW7 activator -1.8, MITF primary 29 and TEAD-YAP block -49.
Screening CCN(CC)C(=O)Nc1ccc2nc(-c3ccco3)c(-c3ccco3)nc2c1 returned GPR151 ag -0.3, FBW7 activator -0.7, MITF primary 73* and TEAD-YAP block -1.
Screening CC1=C(C(=O)OCC(C)C)C(c2ccccc2Cl)NC(=O)N1 (stereo not given) returned GPR151 ag 0.2, FBW7 activator -0.3, MITF primary -6 and TEAD-YAP block -10.
Cc1sc2nc3c(C(=O)N4CCN(C(=O)c5ccco5)CC4)cccn3c(=O)c2c1C was read as GPR151 ag -0.5, FBW7 activator -0.1, MITF primary -4 and TEAD-YAP block -4.
`CC(C)N(CCNc1ncnc2nc(N3CCN(Cc4ccc5c(c4)OCO5)CC3)[nH]c12)C(C)C` gave GPR151 ag 0.3, FBW7 activator -0.1, MITF primary 5 and TEAD-YAP block -2.
`N=C1/C(=C\c2ccc(-c3cccc(C(=O)O)c3)o2)C(=O)N=C2SC=NN12` gave GPR151 ag -0.5, FBW7 activator 0.0, MITF primary 8 and TEAD-YAP block -3.
`O=c1c2[nH]c3ccc(Cl)cc3c2ncn1CCCN1CCCC1` gave GPR151 ag -0.3, FBW7 activator 0.5, MITF primary 5 and TEAD-YAP block 0.
`O=C(NCC1CCCO1)C(Sc1ccccc1)c1ccccc1` (stereo not given) gave GPR151 ag -0.5, FBW7 activator -0.3, MITF primary 6 and TEAD-YAP block -5.
CCn1c(=O)c2c(nc3n2CCCN3c2ccc(OC)cc2OC)n(C)c1=O was read as GPR151 ag 0.6, FBW7 activator -0.1, MITF primary 6 and TEAD-YAP block 10.
`CC(=O)Nc1ccc(Nc2nc(Nc3ccc(-n4ccnc4)cc3)nc3c2ncn3CCN2CCCC2=O)cc1` gave GPR151 ag 1.3, FBW7 activator -0.1, MITF primary -4 and TEAD-YAP block -2.
CCOc1cccc2c1OC(c1cccnc1)N1N=C(c3ccccc3)CC21 (stereo not given) was read as GPR151 ag 0.7, FBW7 activator -0.1, MITF primary 2 and TEAD-YAP block -40.
For O=S(=O)(NC1CCCC1)c1ccc2[nH]c3c(c2c1)CCCC3 the results were GPR151 ag -1.5, FBW7 activator 0.8, MITF primary 10 and TEAD-YAP block 7.
Screening COc1ccc(C2/C(=C(/O)c3ccc(C)cc3)C(=O)C(=O)N2CC(C)C)cc1OC (stereo not given) returned GPR151 ag -3.1, FBW7 activator 0.1, MITF primary 3 and TEAD-YAP block -1.
COc1cccc(N2CC(C(=O)OC(C)C(=O)c3ccccc3)CC2=O)c1 (stereo not given) was read as GPR151 ag 0.4, FBW7 activator 0.0, MITF primary 2 and TEAD-YAP block 14.
For COc1cccc(/C=C/c2ccncc2)c1OC the results were GPR151 ag 1.6, FBW7 activator 0.0, MITF primary 3 and TEAD-YAP block -5.
Screening CC(C)CNc1oc(-c2ccccc2Cl)nc1C#N returned GPR151 ag -0.1, FBW7 activator 0.1, MITF primary 4 and TEAD-YAP block -18.
`O=C(Nc1cccc2ccccc12)c1nn2c(c1Cl)NC(c1ccco1)CC2C(F)(F)F` (stereo not given) gave GPR151 ag 0.0, FBW7 activator 0.1, MITF primary 9 and TEAD-YAP block 2.
For COc1cccc(NC(=O)c2c(C)nc3ccc(C)cn23)c1 the results were GPR151 ag -0.1, FBW7 activator 0.2, MITF primary 8 and TEAD-YAP block 4.
For CCOC(=O)C(=O)c1c(-c2ccccc2)nc2ccccn12 the results were GPR151 ag -0.5, FBW7 activator -0.1, MITF primary -4 and TEAD-YAP block 11.
Cc1nc2ccc(NC(=O)c3ccc(S(C)(=O)=O)c([N+](=O)[O-])c3)cc2s1 was read as GPR151 ag -1.4, FBW7 activator -0.2, MITF primary 18 and TEAD-YAP block 12.
Screening O=C1C(=O)N(CCCN2CCOCC2)C(c2ccc(Cl)cc2)/C1=C(\O)c1ccc(F)cc1 (stereo not given) returned GPR151 ag 0.6, FBW7 activator 0.0, MITF primary -3 and TEAD-YAP block 3.
Screening Cc1cncc(NC(=O)c2cccc(-c3cc(NC(=O)Nc4ccccc4Cl)ccn3)c2)c1 returned GPR151 ag -1.1, FBW7 activator 0.1, MITF primary 9 and TEAD-YAP block 15.
`CC(C)N/N=C/C=C1/N(C)c2ccccc2C1(C)C` gave GPR151 ag -1.9, FBW7 activator -0.2, MITF primary -2 and TEAD-YAP block -9.
`CCn1c2cc(C)sc2c2cnn(CC(=O)NC3CCCCC3)c(=O)c21` gave GPR151 ag 0.0, FBW7 activator -0.1, MITF primary 6 and TEAD-YAP block 7.
Screening COc1ccc(-c2cnnc(NCCc3nc4ccc(Cl)cc4[nH]3)n2)cc1 returned GPR151 ag -2.7, FBW7 activator 0.0, MITF primary -12 and TEAD-YAP block 16.
Screening O=C(Nc1ccc2c(c1)CN(C(=O)C1CCOCC1)CC2)c1ccc(C(F)(F)F)cc1 returned GPR151 ag 0.1, FBW7 activator 0.0, MITF primary -3 and TEAD-YAP block 17.
Screening COc1ccc(-c2cn3nc(CNc4ccc5c(c4)OCO5)n4c3c2CCCC4)cc1 returned GPR151 ag 0.3, FBW7 activator -0.2, MITF primary 17 and TEAD-YAP block -7.
O=C(CCl)N(Cc1cccs1)C1CCS(=O)(=O)C1 (stereo not given) was read as GPR151 ag -1.4, FBW7 activator -0.1, MITF primary 3 and TEAD-YAP block 60*.
For O=C(COc1cccc(Br)c1)N/N=C/c1cc(Br)ccc1O the results were GPR151 ag 2.9, FBW7 activator -0.2, MITF primary 10 and TEAD-YAP block 9.
COC(=O)Cn1c(=NC(=O)c2ccc([N+](=O)[O-])o2)sc2c(C)cc(C)cc21 was read as GPR151 ag 0.5, FBW7 activator 0.6, MITF primary -17 and TEAD-YAP block -8.
`O=C1CC(c2c(F)cccc2Cl)C2=C(CCCC2=O)N1` (stereo not given) gave GPR151 ag -0.9, FBW7 activator 0.1, MITF primary -3 and TEAD-YAP block -9.
COc1ccc2c(=O)c(Oc3cccc(C)c3)c(C(F)(F)F)oc2c1 was read as GPR151 ag -0.4, FBW7 activator 0.3, MITF primary 11 and TEAD-YAP block -21.
`O=C(NCc1ccc2c(c1)OCO2)c1sc(=S)n2c1[nH]c(=O)c1sccc12` gave GPR151 ag -1.4, FBW7 activator 0.1, MITF primary 12 and TEAD-YAP block 5.
Screening CCCCS(=O)(=O)N1CCC2(CC1)NC(=O)N(CCc1ccccc1)C2=O returned GPR151 ag -0.7, FBW7 activator 1.0, MITF primary 16 and TEAD-YAP block 0.
`NC(=O)C1CCN(C(=O)c2ccc(CSc3ccc(Cl)cc3)cc2)CC1` gave GPR151 ag 0.2, FBW7 activator -0.1, MITF primary 3 and TEAD-YAP block 4.
`Cc1cc(C)c2c(n1)SCC(=O)N2Cc1cc(=O)n2ccccc2n1` gave GPR151 ag 2.0, FBW7 activator 0.0, MITF primary -1 and TEAD-YAP block -5.
Screening O=S(=O)(c1cccc2nonc12)N1CCC(Cc2ccccc2)CC1 returned GPR151 ag -1.3, FBW7 activator 0.1, MITF primary 17 and TEAD-YAP block -2.
`CCn1cc(CN2CCC(n3nccc3NC(=O)c3ccc(OC)cc3)CC2)cn1` gave GPR151 ag 5.2*, FBW7 activator 0.0, MITF primary 6 and TEAD-YAP block 9.
`CC(C)CCNC(=O)c1cc(S(=O)(=O)N2CC(C)CC(C)C2)ccc1Sc1cccc(Cl)c1` (stereo not given) gave GPR151 ag -1.1, FBW7 activator 0.4, MITF primary 12 and TEAD-YAP block 7.
`COc1ccc(F)cc1S(=O)(=O)NCC1CCCO1` (stereo not given) gave GPR151 ag -0.8, FBW7 activator 0.3, MITF primary 18 and TEAD-YAP block -2.
Screening Cn1c(O)c(C2=c3cc([N+](=O)[O-])ccc3=NC2=O)sc1=N returned GPR151 ag -0.3, FBW7 activator -0.1, MITF primary 4 and TEAD-YAP block -8.
COc1ccc(-c2nc3cnccn3c2NC2CCCCC2)cc1CO was read as GPR151 ag 2.7, FBW7 activator -0.3, MITF primary 5 and TEAD-YAP block -9.
Screening O=C(NCCCN1CCOCC1)c1cc2cc(Cl)ccc2oc1=O returned GPR151 ag -1.1, FBW7 activator -0.1, MITF primary 12 and TEAD-YAP block -3.
COc1ccc(OC)c(NC(=O)NC(=O)COc2ccccc2Cl)c1 was read as GPR151 ag -0.1, FBW7 activator 0.3, MITF primary 8 and TEAD-YAP block -1.
`CCCSc1nnc2c(n1)OC(c1cccc(OCC)c1OC)Nc1ccccc1-2` (stereo not given) gave GPR151 ag 1.6, FBW7 activator 0.4, MITF primary 21 and TEAD-YAP block -66.
For CCCn1c(SCC(=O)NCC(C)C)nnc1-c1ccccn1 the results were GPR151 ag 2.2, FBW7 activator 0.0, MITF primary 0 and TEAD-YAP block -5.
`Cn1c(=O)c(C(=O)Nc2ccccc2Cl)c(O)c2ccccc21` gave GPR151 ag 0.5, FBW7 activator 0.0, MITF primary 5 and TEAD-YAP block -11.
Nc1ncc(Br)cc1S(=O)(=O)NCCC(=O)NCc1ccco1 was read as GPR151 ag 0.9, FBW7 activator -0.3, MITF primary -3 and TEAD-YAP block -3.
For O=C(c1ccccc1)c1cccn1CC(=O)N1CCN(c2ccccc2)CC1 the results were GPR151 ag -0.3, FBW7 activator 0.2, MITF primary 17 and TEAD-YAP block 1.
COc1cc2c(cc1OC)C(CC(=O)Nc1ccccc1)C(=O)N(C(C)=O)N=C2C (stereo not given) was read as GPR151 ag 0.3, FBW7 activator -0.1, MITF primary -1 and TEAD-YAP block -8.
CCCCc1nc(C(N)=O)c2[nH]c(=O)n(Cc3ccc(OC)cc3)c2n1 was read as GPR151 ag -0.6, FBW7 activator 0.5, MITF primary 12 and TEAD-YAP block 2.
For COc1cc(-c2nc3ccccc3c(=O)n2NC(=O)c2cnccn2)cc(OC)c1OC the results were GPR151 ag -1.0, FBW7 activator 0.0, MITF primary 14 and TEAD-YAP block 2.

11 consecutive records already listed:
`CCn1c2cc(C)sc2c2cnn(CC(=O)NC3CCCCC3)c(=O)c21` gave GPR151 ag 0.0, FBW7 activator -0.1, MITF primary 6 and TEAD-YAP block 7.
Screening COc1ccc(-c2cnnc(NCCc3nc4ccc(Cl)cc4[nH]3)n2)cc1 returned GPR151 ag -2.7, FBW7 activator 0.0, MITF primary -12 and TEAD-YAP block 16.
Screening O=C(Nc1ccc2c(c1)CN(C(=O)C1CCOCC1)CC2)c1ccc(C(F)(F)F)cc1 returned GPR151 ag 0.1, FBW7 activator 0.0, MITF primary -3 and TEAD-YAP block 17.
Screening COc1ccc(-c2cn3nc(CNc4ccc5c(c4)OCO5)n4c3c2CCCC4)cc1 returned GPR151 ag 0.3, FBW7 activator -0.2, MITF primary 17 and TEAD-YAP block -7.
O=C(CCl)N(Cc1cccs1)C1CCS(=O)(=O)C1 (stereo not given) was read as GPR151 ag -1.4, FBW7 activator -0.1, MITF primary 3 and TEAD-YAP block 60*.
For O=C(COc1cccc(Br)c1)N/N=C/c1cc(Br)ccc1O the results were GPR151 ag 2.9, FBW7 activator -0.2, MITF primary 10 and TEAD-YAP block 9.
COC(=O)Cn1c(=NC(=O)c2ccc([N+](=O)[O-])o2)sc2c(C)cc(C)cc21 was read as GPR151 ag 0.5, FBW7 activator 0.6, MITF primary -17 and TEAD-YAP block -8.
`O=C1CC(c2c(F)cccc2Cl)C2=C(CCCC2=O)N1` (stereo not given) gave GPR151 ag -0.9, FBW7 activator 0.1, MITF primary -3 and TEAD-YAP block -9.
COc1ccc2c(=O)c(Oc3cccc(C)c3)c(C(F)(F)F)oc2c1 was read as GPR151 ag -0.4, FBW7 activator 0.3, MITF primary 11 and TEAD-YAP block -21.
`O=C(NCc1ccc2c(c1)OCO2)c1sc(=S)n2c1[nH]c(=O)c1sccc12` gave GPR151 ag -1.4, FBW7 activator 0.1, MITF primary 12 and TEAD-YAP block 5.
Screening CCCCS(=O)(=O)N1CCC2(CC1)NC(=O)N(CCc1ccccc1)C2=O returned GPR151 ag -0.7, FBW7 activator 1.0, MITF primary 16 and TEAD-YAP block 0.
